Compound activity deposited in PubChem BioAssay by Broad Institute.
ERp5 inh: blocks human ERp5 reductase activity on insulin; Q15084; ERp5 insulin aggregation, absorbance 650 nm, 90 min; inhibition, % at 9.99 µM; 350,000 compounds, 0.05% hits; AID 651711;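 active means mean replicate inhibition above about 25%, with every replicate also reaching it, limit read from the data, passing the limit was not always enough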
ERAP1 HTS inh: inhibitors of human ERAP1 aminopeptidase | 340,000 compounds, 0.15% hits | inhibition, % at 10.7 µM | Q9NZ08 | recombinant ERAP1, Leu-AMC fluorescence, 60 min;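 active means mean replicate inhibition of at least 30%, or all replicates individually reaching that 30% level; inactive means mean below 30% and not every replicate reaching it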;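 further: 0% = neutral control wells and 100% = L-leucinethiol positive control wells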
RAD54 branch: RAD54 (human) branch migration inhibition; Q92698; RAD54 Holliday junction branch migration, FAM/BHQ fluorescence; inhibition, % at 10.4 µM; 360,000 compounds, 0.14% hits;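 active means mean normalized replicate activity at least 40 and at least half of replicates scoring 40 or more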;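 further: 0% = median of neutral control wells and 100% = median of positive control wells; inhibitors cause a drop in the FAM fluorescence signal; in these data hits start at about 50%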
RAD52 inh: inhibitors of human RAD52 DNA annealing. P43351. recombinant RAD52 DNA annealing, FRET fluorescence. inhibition, % at 18.7 µM. 360,000 compounds, 0.46% hits. AID 651710;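 active means every replicate showing at least 50% inhibition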
Target sequence (P43351 whole entry, looked up): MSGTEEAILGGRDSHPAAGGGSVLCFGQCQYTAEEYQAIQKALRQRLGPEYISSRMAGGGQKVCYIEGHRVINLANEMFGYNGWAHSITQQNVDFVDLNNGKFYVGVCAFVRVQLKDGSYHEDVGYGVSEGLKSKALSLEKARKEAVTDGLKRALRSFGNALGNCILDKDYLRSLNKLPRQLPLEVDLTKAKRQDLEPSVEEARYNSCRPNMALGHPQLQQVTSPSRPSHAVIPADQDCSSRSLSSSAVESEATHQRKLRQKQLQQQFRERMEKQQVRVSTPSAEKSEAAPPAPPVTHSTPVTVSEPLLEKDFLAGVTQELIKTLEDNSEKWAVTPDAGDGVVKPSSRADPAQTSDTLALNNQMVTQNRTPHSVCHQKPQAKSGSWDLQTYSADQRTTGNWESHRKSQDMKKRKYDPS
esBAF inh: inhibitors of esBAF chromatin remodeling in mouse ES cells | reporter increase, % at 12.5 µM | AID 602393 | Bmi1-luciferase knock-in reporter, 24 h; 100% = twice the neutral-well signal | 350,000 compounds, 2% hits; in the data active means activation above about 40%;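 further: 0% = median of the plate's neutral control wells and 100% = double that signal; a rise in the Bmi1 reporter signal indicates esBAF inhibition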
S100A4 MyoIIA: S100A4-myosin IIA interaction inhibition | S100A4/TAMRA-MyoIIA peptide fluorescence polarization | 360,000 compounds, 0.14% hits | inhibition, % at 10.7 µM | P26447 | AID 652163;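 active means mean inhibition of at least 70% across replicates, with every replicate also reaching that level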
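incubation = readout 5 min after mixing, signal stable up to 60 min | system = S100A4 monomer protein | buffer or medium = HEPES pH 7.2 with CaCl2, KCl, NaCl, DTT, Triton | benchmarks = neutral control DMSO, positive control TFP | also added = fluorescent myosin IIA peptide, 5 nM | compound dosing = one concentration per compound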
XiGFP reactiv: reactivates the inactive X chromosome in mouse fibroblasts; XiGFP mouse fibroblasts, % GFP-positive cells imaging, 3 d; cells co-treated with 5-aza-dC sensitizer; scaled so ellipticine positive control = 100%; activation, % at 7.58 µM; 360,000 compounds, 0.055% hits;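 active means mean normalized replicate activation at least 10% and every replicate at or above 10%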;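 further: 0% = median of on-plate neutral control wells and 100% = ellipticine 6 µM median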
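material = 68-5-11 XiGFP fibroblast line | medium = DMEM plus 5-aza-dC sensitizer | schedule = 3 days compound exposure | benchmarks = positive control ellipticine, 6 µM final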
E-selectin induc: induces E-selectin expression in human endothelial cells. P16581. HUVEC E-selectin immunofluorescence imaging; normalized: neutral wells 0, TNF-alpha wells 100. activation, % at 7.58 µM. 260,000 compounds, 0.37% hits. AID 686992;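 active means mean E-selectin-positive cell signal at least 10% of the positive control, reached in at least 60% of replicates, without over 20% cell loss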;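 further: in these data hits start at about 27%; measured in HUVEC primary endothelial cells; signal is the percent of cells scored E-selectin positive by PE staining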
Target sequence (P16581 whole entry, looked up): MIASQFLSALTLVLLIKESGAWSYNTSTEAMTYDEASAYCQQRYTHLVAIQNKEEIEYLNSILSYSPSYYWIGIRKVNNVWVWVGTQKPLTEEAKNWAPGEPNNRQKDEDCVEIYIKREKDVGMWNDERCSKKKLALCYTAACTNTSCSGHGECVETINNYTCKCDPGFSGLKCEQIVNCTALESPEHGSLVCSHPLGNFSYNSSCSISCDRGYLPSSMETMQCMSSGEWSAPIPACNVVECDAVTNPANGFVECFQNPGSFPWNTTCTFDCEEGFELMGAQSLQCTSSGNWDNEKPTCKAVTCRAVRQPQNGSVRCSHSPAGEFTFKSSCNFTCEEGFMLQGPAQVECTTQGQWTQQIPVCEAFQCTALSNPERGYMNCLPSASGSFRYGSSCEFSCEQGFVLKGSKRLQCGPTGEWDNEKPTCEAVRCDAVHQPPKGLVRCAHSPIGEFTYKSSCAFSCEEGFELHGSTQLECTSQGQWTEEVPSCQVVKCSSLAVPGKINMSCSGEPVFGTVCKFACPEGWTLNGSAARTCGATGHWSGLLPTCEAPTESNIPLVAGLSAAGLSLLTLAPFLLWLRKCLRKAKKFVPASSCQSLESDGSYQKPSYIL
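Read-out: % PE-positive cells | Test system: HUVEC | Doses: One compound dose added by pin transfer | Buffer or medium: EGM-2 over gelatin coat | Signal: Immunofluorescence imaging | Benchmarks: TNF-alpha, DMSO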
The depositor's hits bear a star; · = not tested or not shown; & = joins results of further samples.

SMILES	ERp5 inh	ERAP1 HTS inh	RAD54 branch	RAD52 inh	esBAF inh	S100A4 MyoIIA	XiGFP reactiv	E-selectin induc
CC(C)COC(=O)N(C)C[C@H]1OCc2cn(nn2)CCCC(=O)N([C@@H](C)CO)C[C@@H]1C	0&2	-3	-6&-10	2&-18	1&4&3	0&-5	0.3&0.2	0.6&3.5
CC(=O)c1ccc(N(CC(=O)NC2CCCCC2)C(=O)CNC(=O)c2cccs2)cc1	-1	1	-10	-27	-3	0	0.4	·
COc1ccccc1C(=O)NC(=O)Nc1nc(-c2ccccc2)cc(C(F)(F)F)n1	-4	-1	-7	-12	·	0	-0.2	·
CCOc1ccc(S(=O)(=O)Nc2cccc(C(=O)N3CCN(c4ccccn4)CC3)c2)cc1	-5	-2	5	-28	25	-4	0.0	0.1
Cc1ccc(CNS(=O)(=O)c2ccc(Br)s2)cc1	-3	0	1	-20	5	-4	0.1	-0.1
CCOc1ccc(S(=O)(=O)N2CCC(C(=O)NCc3ccco3)CC2)cc1C	7	-4	·	-14	-1	5	0.3	·
COc1ccc(N2CCN(CC(=O)Nc3c(C)cccc3C)CC2)cc1	1	-2	6	10	-1	2	0.1	0.4
CCCc1cc(=O)oc2cc(OCC(=O)NCC(O)c3ccccc3)ccc12 (centres undefined)	5	-2	6	2	-2	-4	0.0	·
CCCCN(C=O)c1c(CC)nc2c(OCc3ccc(S(C)(=O)=O)cc3)cccn12	3	0	-4	-18	9	6	0.0	0.0
CC(=O)N(C)C[C@@H]1Oc2ncc(-c3cccc(F)c3)cc2C(=O)N([C@H](C)CO)C[C@@H]1C	-3	-1	0	2	4	-3	-1.2	0.2
O=C1NC[C@H](CCCCN2C[C@H](Cc3ccc(O)cc3)N(CCc3ccc(O)cc3)C(=O)C2=O)N(Cc2ccccc2)C1=O	2	12	·	-5	·	-3	0.0	1.0
CC(C)CC#Cc1cnc2c(c1)C(=O)N([C@@H](C)CO)C[C@@H](C)[C@@H](CN(C)C(=O)CCN1CCCCC1)O2	2	0	-5	27	-6	7	-0.8	0.8
COCCN(C(=O)C1CCCO1)c1c(N)n(CC(C)C)c(=O)[nH]c1=O (centres undefined)	-1	-5	2	-4	-7	-10	0.1	·
COCCNC(=O)C1(C)CCCN(Cc2cn(C)c3ccccc23)C1 (centres undefined)	3	-2	-5	-12	-7	-5	-0.1	2.9
C[C@@H]1CN([C@H](C)CO)C(=O)c2cccc(NC(=O)Nc3cccc4ccccc34)c2O[C@H]1CN(C)C(=O)Nc1ccc(C(F)(F)F)cc1	62*	-1	0	3	18	8	-0.1	1.9
CCCn1c(=O)c2ccccc2n2c(SCC(=O)c3ccccc3)nnc12	-2	-1	4	-18	2	-3	·	·
C[C@@H]1CN([C@H](C)CO)C(=O)c2cc(NC(=O)NC3CCCCC3)ccc2O[C@@H]1CN(C)Cc1ccc(-c2ccccc2)cc1	-4	-1	-2	11	-1	-3	0.2	1.6
Cc1cccc(NC(=O)CC2C(=O)NC3CCCCC3N2C(=O)c2ccccc2Cl)c1 (centres undefined)	0	0	3	-11	3	3	0.0	0.2
Cc1ccc(S(=O)(=O)NCC(=O)OCC(=O)N(C)C2CCCCC2)cc1	-2	-5	1	-9	-3	-2	0.1	0.3
CC1=NN(C(=O)c2ccccc2Br)C(O)(c2ccc(Cl)cc2)C1 (centres undefined)	2	0	-1	-14	0	0	0.1	·
CC(C)NC(=O)CN1C(=O)c2cccc3cccc1c23	-14	1	-17	-25	-1	-1	0.0	0.8
COc1ccc2c3c([nH]c2c1)[C@H](CO)N(C(C)=O)CC31CN(C(=O)Nc2ccc(F)cc2)C1	2	-1	·	-11	·	0	0.4	-0.3
CC(C)NC(=O)Nc1ccc2c(c1)CC(=O)N([C@@H](C)CO)C[C@@H](C)[C@H](CN(C)Cc1ccc(Oc3ccccc3)cc1)O2	-1	0	1	49	6	17	1.7	-15
CCCN1CNc2c(c(=O)[nH]c(=S)n2-c2ccc(Cl)cc2)C1	3	-2	·	-36	·	2	1.0	-3.3
Cc1cc(=O)oc2c1c(C(F)(F)F)nn2-c1ccccc1	7	-1	3	-17	·	-2	0.0	-0.1
Cc1noc(C)c1NC(=O)Nc1cccc2c1O[C@@H](CN(C)C(=O)Nc1c(C)noc1C)[C@H](C)CN([C@H](C)CO)C2=O	3	-2	-3	-5	-4	11	-0.1	0.1
NNC(=O)Cn1c(-c2ccccc2)cc(=O)n2ncnc12	-3	8	·	-5	·	-3	-0.1	-0.2
COc1ccc2c3c(n(C)c2c1)[C@H](CO)N(C(C)=O)CC31CCN(Cc2ccccc2OC)CC1	-5	0	·	14	·	-6	0.1	-0.2
CC1(C)[C@H]2CC[C@]1(C)[C@@H](OC(=O)C[N+]1(C)CCOCC1)C2	-1	·	1	0	2	0	0.0	·
Nc1nc(-c2cccs2)c(NC(=O)c2ccccc2)s1	3	-8	7	-8	-5	-2	·	·
CC(C)CC#Cc1ccc2c(c1)O[C@@H](CN(C)S(=O)(=O)c1cccc(F)c1)[C@H](C)CN([C@@H](C)CO)S2(=O)=O	0	-10	4	8	-3	-20	-1.3	0.0
COc1ccc(C(CNC(=O)Cc2cccs2)N(C)C)cc1 (centres undefined)	3	-1	0	-20	6	-15	·	·
O=C(O)c1ccc(NC(=S)NC(=O)c2cccnc2)cc1	1	0	-10	-11	1	5	0.1	·
CC(C)CN(C(=O)COC(=O)c1ccccc1SCC(=O)NC1CCCCCC1)C1CCS(=O)(=O)C1 (centres undefined)	-1	-3	·	-8	·	-4	-0.1	-0.1
c1ccc2[nH]c(Cn3nnc4ccccc43)nc2c1	-5	·	2	-36	3	-2	0.1	0.0
CCC(=O)Nc1ccc2c(c1)C(=O)N(C)C[C@@H](OC)[C@@H](C)CN[C@H](C)CO2	0	4	2	-16	-4	-3	0.0	-0.1
O=C(CSc1nc2ccccc2c(=O)n1CCCN1CCOCC1)N1CCN(c2ccccc2)CC1	-2	-4	6	-7	6	-3	0.4	·
O=C(C[C@@H]1CC[C@@H](NS(=O)(=O)c2ccc(F)cc2)[C@H](CO)O1)NCc1ccccc1F	8	1	·	-8	·	-1	-0.1	-0.4
COc1ccccc1N1CCN(C(=O)Cc2ccc(Cl)cc2)CC1	2	1	-15	-16	17	-2	0.0	·
CCCN1CCC(=O)N(CCSc2ccccc2)CC1	-11	0	-3	-8	7	-3	0.0	-0.1
Cc1ccc(C(=O)COC(=O)C2CC3CCCC(C2)C3=O)cc1[N+](=O)[O-] (centres undefined)	8	1	0	-24	5	140*	0.2	-0.2
CCOCCCN(C(=O)Cn1nnc(-c2ccc(C)o2)n1)C(C(=O)NC1CCCC1)c1ccco1 (centres undefined)	-3	1	9	-11	2	-6	0.6	0.3
CNC(C)C(=O)NC(C(=O)N1CCCC1C(=O)NC1CCCc2ccccc21)C(C)C (centres undefined)	0	-3	-7	-16	·	2	0.1	0.1
CCCOc1cccc(-c2cc(C(=O)N/N=C/c3cccnc3)c3ccccc3n2)c1	-4	0	-10	-10	·	-1	0.0	-0.1
O=C1CC(C(=O)Nc2cccc(F)c2)n2ncnc2N1 (centres undefined)	-1	-2	7	-7	-1	6	0.0	·
COc1ccc(C(=O)N2C[C@@H]3[C@H](c4ccccc42)[C@@H](CO)N3C(=O)c2cccc(F)c2)cc1	4	0	6	1	0	-7	0.0	0.0
CC(=O)NCc1ccc(-c2nc3ccccc3s2)cc1	5	3	0	-14	-13	-2	-0.1	-0.1
C[C@@H]1CN([C@@H](C)CO)C(=O)CCCn2cc(nn2)CO[C@@H]1CN(C)C(=O)NC1CCCC1	2	-2	0	27	-3	0	0.3	0.1
C[C@@H]1CN([C@@H](C)CO)C(=O)CCCn2nncc2CO[C@H]1CN(C)C(=O)Nc1ccc2c(c1)OCCO2	-2	0	6	-2	13	-29	0.3	·
Cc1ccc(Cl)cc1NC(=O)CCNC(=O)N1CC(=O)Nc2ccccc21	9	-5	-11	-9	8	2	0.1	·

4 entries from above, set out differently.
CNC(C)C(=O)NC(C(=O)N1CCCC1C(=O)NC1CCCc2ccccc21)C(C)C (centres undefined)
  ERp5 inh: 0
  ERAP1 HTS inh: -3
  RAD54 branch: -7
  RAD52 inh: -16
  esBAF inh: ·
  S100A4 MyoIIA: 2
  XiGFP reactiv: 0.1
  E-selectin induc: 0.1
C[C@@H]1CN([C@@H](C)CO)C(=O)CCCn2cc(nn2)CO[C@@H]1CN(C)C(=O)NC1CCCC1
  ERp5 inh: 2
  ERAP1 HTS inh: -2
  RAD54 branch: 0
  RAD52 inh: 27
  esBAF inh: -3
  S100A4 MyoIIA: 0
  XiGFP reactiv: 0.3
  E-selectin induc: 0.1
O=C1CC(C(=O)Nc2cccc(F)c2)n2ncnc2N1 (centres undefined)
  ERp5 inh: -1
  ERAP1 HTS inh: -2
  RAD54 branch: 7
  RAD52 inh: -7
  esBAF inh: -1
  S100A4 MyoIIA: 6
  XiGFP reactiv: 0.0
  E-selectin induc: ·
CCCOc1cccc(-c2cc(C(=O)N/N=C/c3cccnc3)c3ccccc3n2)c1
  ERp5 inh: -4
  ERAP1 HTS inh: 0
  RAD54 branch: -10
  RAD52 inh: -10
  esBAF inh: ·
  S100A4 MyoIIA: -1
  XiGFP reactiv: 0.0
  E-selectin induc: -0.1

New compounds follow:
SMILES	ERp5 inh	ERAP1 HTS inh	RAD54 branch	RAD52 inh	esBAF inh	S100A4 MyoIIA	XiGFP reactiv	E-selectin induc
COc1cccc(N2CC(C(=O)Nc3nnc(SCC(=O)NCc4ccco4)s3)CC2=O)c1 (centres undefined)	-2	3	-11	-20	-3	-6	0.1	·
O=C(Cn1cnc2c(oc3ccccc32)c1=O)N1CCCC1	6	-3	2	-16	34	-4	0.5	·
Cc1ccc(/C=C/C(=O)O)cc1S(=O)(=O)NC1CCS(=O)(=O)C1 (centres undefined)	5	0	·	-10	3	-5	0.0	0.4
COc1ccc(S(=O)(=O)N(C)C[C@H]2OCCCC[C@@H](C)Oc3ccc(NC(=O)C4CCCCC4)cc3C(=O)N([C@@H](C)CO)C[C@H]2C)cc1	0	0	3	1	-5	-9	0.8	-0.1
COc1ccc(N2CCN(C(=O)CCc3nnc4ccc(N5CCOCC5)nn34)CC2)cc1	-9	0	-2	-12	0	-3	0.0	·
Cc1csc(Nc2ccccc2)[n+]1-c1ccccc1	9	-1	·	-2	·	1	0.0	·
CN(C)C(=O)[C@@H]1[C@@H](CO)[C@@H]2Cn3c(ccc(-c4ccccc4)c3=O)[C@@H]2N1Cc1ccccc1F	5	-1	-3	-15	9	0	0.5	1.5
CCOc1cc(N2CCOCC2)c(OCC)cc1NC(=O)CSc1ncccn1	7	10	·	-33	·	1	0.0	·
O=C(NCc1ccncc1)NC12CC3CC(CC(C3)C1)C2	-15	-1	·	-15	·	3	0.2	1.6
Cc1nc2ccccc2c(=O)n1NC(=O)/C=C/c1ccccc1	1	0	10	-13	·	1	0.0	0.1
COCCn1c(CN2CCN(C(c3ccccc3)c3ccccc3)CC2)nc2c1c(=O)n(C)c(=O)n2C	2	1	-3	-14	-10	-1	0.1	0.1
Cc1cc(NC(=O)CSc2nnnn2-c2ccc(F)cc2)no1	1	5	·	-26	-1	0	0.0	0.5
O=C(NC1CCCC1)[C@@H]1[C@@H](CO)[C@@H]2Cn3c(ccc(-c4cccnc4)c3=O)[C@H]1N2CCc1ccccc1	-5	0	-24	4	6	-42	-0.2	0.1
O=C(Nc1cc(Cl)cc(Cl)c1)N[C@@H]1CC[C@@H](CCNS(=O)(=O)c2cccc(F)c2)O[C@H]1CO	1	-1	1	3	3	-19	0.3	-0.1

Compounds as they come; overall some 2.5% were active at least once.
